# Screening results deposited in PubChem BioAssay by Broad Institute.
# p53 PUMA act = re-activators of the mutant p53 pathway; SW480 PUMA-promoter luciferase, p53 mutant reactivation; activation, % at 9.98 µM; hit rate 1.5% among 28,000; in the data active = activation above about 52%
# STK33 inh = blocks human STK33 kinase activity; ADP-Glo luminescence, MBP substrate; hit rate 0.44% among 27,000; AID 2322; inhibition, % at 12.5 µM; in the data active = inhibition above about 20%
# Target sequence (Q9BYT3 whole entry, looked up): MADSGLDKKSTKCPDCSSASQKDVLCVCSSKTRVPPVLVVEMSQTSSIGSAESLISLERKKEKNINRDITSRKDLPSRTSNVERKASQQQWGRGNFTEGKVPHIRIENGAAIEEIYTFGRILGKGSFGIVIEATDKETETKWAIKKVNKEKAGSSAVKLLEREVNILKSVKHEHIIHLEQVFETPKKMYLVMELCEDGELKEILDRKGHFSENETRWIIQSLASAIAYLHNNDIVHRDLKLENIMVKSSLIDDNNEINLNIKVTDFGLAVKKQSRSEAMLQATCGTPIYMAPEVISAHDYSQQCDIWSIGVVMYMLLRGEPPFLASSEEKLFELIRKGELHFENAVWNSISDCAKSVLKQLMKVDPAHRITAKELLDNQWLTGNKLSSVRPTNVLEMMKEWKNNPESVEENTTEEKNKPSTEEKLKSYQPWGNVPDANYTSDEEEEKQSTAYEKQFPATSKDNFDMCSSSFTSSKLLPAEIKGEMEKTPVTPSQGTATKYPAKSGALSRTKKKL
# * = called active by the depositor; / = not tested or not shown; & = joins results of further samples. Only part of the results is shown; rates above refer to the full screens.
SMILES,p53 PUMA act,STK33 inh
C[C@H](CO)N1C[C@H](C)[C@@H](CN(C)C(=O)NC2CCCCC2)OCCCC[C@H](C)Oc2ccc(NC(=O)Nc3ccc(F)cc3)cc2C1=O,-29,/
Cc1ccc(N(Cc2cc3ccccc3[nH]c2=O)C(=O)c2cccnc2)cc1,5,-1
COc1ccc(S(=O)(=O)Nc2cccc3c2O[C@H](CN(C)S(=O)(=O)c2cccs2)[C@H](C)CN([C@H](C)CO)C3=O)cc1,14,/
COc1ccc(CCNC(=O)c2nc3ncccn3n2)cc1OC,-15,-8
C[C@@H]1CN([C@@H](C)CO)C(=O)c2cc(NC(=O)c3ccncc3)ccc2O[C@@H](C)CCCCO[C@@H]1CN(C)C(=O)Cc1ccccc1,3,/
C[C@H]1CN([C@@H](C)CO)C(=O)CCCn2nncc2CO[C@@H]1CN(C)Cc1ccc(-c2ccccc2)cc1,/,-6
CCCN(C)C[C@H]1Oc2cc(-c3cccc(C#N)c3)ccc2S(=O)(=O)N([C@H](C)CO)C[C@H]1C,-7,/
COc1ccc(C)cc1S(=O)(=O)N1CCCC(C(N)=O)C1 (configuration not stated),6,2
N#Cc1ccc(NC(=O)Cn2ccc([N+](=O)[O-])n2)cc1,3,0
C[C@H]1CN([C@@H](C)CO)C(=O)c2cc(NC(=O)NC3CCCCC3)ccc2O[C@@H]1CN(C)Cc1ccc(C(=O)O)cc1,0,/
COc1ccc(NC(=O)Nc2ccc3c(c2)C(=O)N([C@@H](C)CO)C[C@@H](C)[C@H](CN(C)C(=O)Nc2c(C)noc2C)OCCCC[C@H](C)O3)cc1,11,/
C[C@H]1CN([C@@H](C)CO)C(=O)c2cc(NS(C)(=O)=O)ccc2O[C@@H]1CN(C)C(=O)NC1CCCCC1,9,/
COc1ccc2cc1Oc1ccc(cc1)C[C@H]1c3cc(c(OC)cc3CCN1C)Oc1c(OC)c(OC)cc3c1[C@H](C2)N(C)CC3,/,-2
Cc1noc(C)c1NC(=O)N(C)C[C@H]1OCCCC[C@@H](C)Oc2ccc(NS(=O)(=O)c3cccs3)cc2C(=O)N([C@H](C)CO)C[C@H]1C,-5,/
C[C@@H]1CCCCO[C@@H](CN(C)C(=O)NC2CCCCC2)[C@@H](C)CN([C@H](C)CO)C(=O)c2cc(NC(=O)Cc3ccccc3)ccc2O1,/,-1
CCCN(C)C[C@H]1OCCCC[C@@H](C)Oc2ccc(NS(=O)(=O)c3ccc(C)cc3)cc2C(=O)N([C@H](C)CO)C[C@@H]1C,/,-5
Cc1noc(C)c1S(=O)(=O)N(C)C[C@H]1OCCCC[C@H](C)Oc2ccc(NC(=O)CCCN(C)C)cc2C(=O)N([C@@H](C)CO)C[C@@H]1C,8,/
O=C(Nc1ccc(S(=O)(=O)Nc2ccccn2)cc1)c1cccnc1,3,-3
C[C@@H]1CN([C@@H](C)CO)C(=O)c2cccc(NC(=O)NC3CCCCC3)c2O[C@@H]1CN(C)C(=O)Nc1ccc2c(c1)OCO2,-12,/
C[C@H]1CN([C@@H](C)CO)C(=O)Cc2cc(NC(=O)C3CCCCC3)ccc2O[C@@H]1CN(C)Cc1ccc(C(F)(F)F)cc1,/,3
CCCC(O)C#Cc1cnc2c(c1)C(=O)N([C@H](C)CO)C[C@H](C)[C@H](CN(C)Cc1cccc(C(F)(F)F)c1)O2 (some centres not stated),/,5
COc1cc(O)c(C(=O)/C=C/c2ccccc2)c(OC)c1,/,6
CCCc1cc(=O)[nH]c(SCC(=O)Nc2ccccc2C)n1,11,3
COc1ccc2nc(SCC(=O)Nc3cccc(C(F)(F)F)c3)[nH]c2c1,-7,1
O=C(C[C@@H]1C[C@H]2c3cc(NC(=O)Nc4ccccc4F)ccc3O[C@H]2[C@H](CO)O1)NCc1ccncc1,10,/
# More structures follow.
SMILES,p53 PUMA act,STK33 inh
CC[N+](CC)(CC)CC(=O)Nc1c(C)cccc1C,2,-11
C[C@@H]1CN([C@H](C)CO)C(=O)Cc2cc(NC(=O)C3CC3)ccc2O[C@@H]1CN(C)Cc1ccc(-c2ccccc2)cc1,/,-5
N#Cc1c(NC(=O)CSc2ncn[nH]2)sc2c1CCCCC2,-61,4
C[C@@H]1CN([C@@H](C)CO)C(=O)Cc2cc(NC(=O)Nc3cccc4ccccc34)ccc2O[C@@H]1CN(C)C(=O)Nc1ccc(C(F)(F)F)cc1,/,5
C[C@H](CO)N1C[C@H](C)[C@H](CN(C)S(=O)(=O)c2ccc(Cl)cc2)Oc2ccc(NC(=O)Nc3cccc4ccccc34)cc2C1=O,/,2
C[C@H]1CCCCO[C@H](CN(C)S(=O)(=O)c2cccs2)[C@@H](C)CN([C@@H](C)CO)C(=O)c2cc(NS(=O)(=O)c3cn(C)cn3)ccc2O1,-5,/
N#CCN(CC#N)C(=O)C(Sc1ccccc1)c1ccccc1 (configuration not stated),0,/
C=C1CCC2C(C(=O)O)=COC(O[C@@H]3O[C@H](CO)[C@@H](O)[C@H](O)[C@H]3O)C12 (some centres not stated),-4,1
Cn1c(SCC(=O)n2c3c(c4ccccc42)CCCC3)nnc1-c1ccco1,-30,-1
COc1ccc(NC(=O)Nc2ccc3c(c2)CC(=O)N([C@H](C)CO)C[C@@H](C)[C@H](CN(C)C(=O)Nc2ccc(C(F)(F)F)cc2)O3)cc1,/,2
C[C@H]1CN([C@@H](C)CO)C(=O)Cc2cc(NC(=O)Cc3cn(C)c4ccccc34)ccc2O[C@@H]1CN(C)S(=O)(=O)c1cccs1,-2,3
COc1ccc(CN(C)C[C@H]2Oc3ccc(NC(=O)Nc4ccccc4)cc3C(=O)N([C@@H](C)CO)C[C@@H]2C)cc1,/,2
Nc1ncnc(NCc2cccnc2)c1[N+](=O)[O-],-26,3
CN1CCC(=C2c3ccccc3C=Cc3ccccc32)CC1,/,-3&2
c1ccc2sc(SCc3nc4c5c6c(sc5ncn4n3)CCCC6)nc2c1,3,-1
COC1=CC(=O)OC12CCCCC2,11,/
Cc1ccc(S(=O)(=O)N(C)C[C@@H]2Oc3ccc(NS(=O)(=O)c4cn(C)cn4)cc3C(=O)N([C@@H](C)CO)C[C@H]2C)cc1,/,-2
COc1ccc(NC(=O)Nc2cccc3c2O[C@@H](CN(C)S(C)(=O)=O)[C@H](C)CN([C@H](C)CO)C3=O)cc1,0,-1
C[C@@H]1CN([C@H](C)CO)C(=O)c2cccc(NS(C)(=O)=O)c2O[C@@H]1CN(C)C(=O)Nc1ccc(C(F)(F)F)cc1,4,/
COc1ccc(C(=O)CCC(=O)Nc2cccnc2)c(OC)c1,16,6
COc1cc(C(=O)Nc2ccc(OCC(=O)O)cc2)cc(OC)c1OC,10,1
Cc1cc(N(CC(=O)Nc2ccccc2-c2ccccc2)S(C)(=O)=O)ccc1Br,-5,0
O=C(CCN1C(=O)C2C3C=CC(C3)C2C1=O)Oc1cccc2cccnc12 (configuration not stated),-3,-1
COc1ccc(CN(C)C[C@H]2OCCCC[C@@H](C)Oc3ccc(NC(=O)Nc4c(C)noc4C)cc3C(=O)N([C@H](C)CO)C[C@@H]2C)cc1,4,/
C[C@@H]1CN([C@H](C)CO)C(=O)c2cccc(NS(=O)(=O)c3cccs3)c2O[C@@H]1CN(C)Cc1ccc(C(=O)O)cc1,0,/

# Overlap with the part before: four compounds, followed by the next part.
SMILES,p53 PUMA act,STK33 inh
Cc1cc(N(CC(=O)Nc2ccccc2-c2ccccc2)S(C)(=O)=O)ccc1Br,-5,0
O=C(CCN1C(=O)C2C3C=CC(C3)C2C1=O)Oc1cccc2cccnc12 (configuration not stated),-3,-1
COc1ccc(CN(C)C[C@H]2OCCCC[C@@H](C)Oc3ccc(NC(=O)Nc4c(C)noc4C)cc3C(=O)N([C@H](C)CO)C[C@@H]2C)cc1,4,/
C[C@@H]1CN([C@H](C)CO)C(=O)c2cccc(NS(=O)(=O)c3cccs3)c2O[C@@H]1CN(C)Cc1ccc(C(=O)O)cc1,0,/
C[C@H]1CN([C@@H](C)CO)C(=O)c2cccc(NC(=O)Nc3ccc(C(F)(F)F)cc3)c2O[C@@H]1CN(C)Cc1ccncc1,8,/
Cc1[nH]c2ccccc2c1C(=O)CSc1nc(-c2ccccc2)cs1,8,4
Cc1noc(C)c1S(=O)(=O)N(C)C[C@H]1Oc2ccc(NC(=O)Nc3ccc(C(F)(F)F)cc3)cc2CC(=O)N([C@H](C)CO)C[C@H]1C,-7,0
Cc1cc(Cl)cc(Cl)c1OCC(=O)Nc1ccc(Cl)c(-c2nc3ncccc3o2)c1,39,0
C[C@H](CO)N1C[C@H](C)[C@@H](CN(C)Cc2ccncc2)OCCCC[C@H](C)Oc2ccc(NC(=O)Nc3ccccc3)cc2C1=O,-3,/
C[C@H]1CN([C@@H](C)CO)C(=O)c2cc(C3=CCCC3)cnc2O[C@H]1CN(C)Cc1ccccc1C(=O)O,16,/
NS(=O)(=O)c1ccc(CNC(=O)c2cc(-c3ccccn3)nc3ccc(Cl)cc23)cc1,-4,5
C[C@H]1CN([C@@H](C)CO)C(=O)Cc2cc(NC(=O)Cc3ccccc3)ccc2O[C@@H]1CN(C)CC1CCCCC1,/,4
COc1ccc(NC(=S)NCCc2ccccc2OC)c(OC)c1,17,0
C[C@@H]1CN([C@@H](C)CO)C(=O)Cc2cc(NC(=O)Cc3ccccc3)ccc2O[C@@H]1CN(C)S(=O)(=O)c1ccccc1,/,-1
COc1ccc(S(=O)(=O)Nc2cccc3c2O[C@@H](CN(C)S(=O)(=O)c2ccc(F)cc2)[C@H](C)CN([C@@H](C)CO)C3=O)cc1,-21,/
C[C@H](CO)N1C[C@H](C)[C@H](CN(C)C(=O)Nc2ccc3c(c2)OCO3)Oc2c(NC(=O)C3CCOCC3)cccc2C1=O,2,/
Cc1noc(C)c1S(=O)(=O)Nc1ccc2c(c1)CC(=O)N([C@H](C)CO)C[C@@H](C)[C@H](CN(C)CC1CCCCC1)O2,/,-4
O=c1cc(CSc2nnnn2-c2ccccc2)nc2nc[nH]n12,3,-1
C[C@@H]1CC[C@]2(C)[C@H](CC[C@@H](O)[C@]2(C)O)[C@@]1(C)CC/C(=C/CO)CO,17,1
O=C(CSc1nc2sc3c(c2c(=O)n1Cc1ccco1)CCC3)c1cc(Cl)sc1Cl,4,2
COc1ccc(C(=O)Nc2sc3c(c2C(N)=O)CCCC3)cc1OC,76*,/
CCCN(C)C[C@@H]1OCCCC[C@@H](C)Oc2ccc(NC(=O)Nc3ccccc3)cc2C(=O)N([C@H](C)CO)C[C@@H]1C,5,/
Cc1ccc(CN(C)C[C@H]2OCc3cnnn3CCCC(=O)N([C@@H](C)CO)C[C@@H]2C)cc1,/,-1
C[C@@H]1CN([C@@H](C)CO)C(=O)c2cc(NC(=O)CCC(F)(F)F)ccc2O[C@@H](C)CCCCO[C@H]1CN(C)C(=O)Nc1ccccc1,4,/
C[C@@H]1CN([C@@H](C)CO)C(=O)c2cc(-c3ccc(F)cc3)cnc2O[C@@H]1CN(C)Cc1ccc(C(=O)O)cc1,19,/
COc1ccc(NC(=O)N(C)C[C@H]2Oc3cc(C#CCN(C)C)ccc3S(=O)(=O)N([C@H](C)CO)C[C@@H]2C)cc1,5,/
COC(=O)c1ccccc1NC(=O)CSc1nc(-c2ccc(F)cc2)cs1,16,5
COc1ccc(S(=O)(=O)Nc2ccc3c(c2)C(=O)N([C@H](C)CO)C[C@@H](C)[C@@H](CN(C)S(=O)(=O)c2cn(C)cn2)OCCCC[C@H](C)O3)cc1,11,/
COCc1ccccc1Cn1cnc2ccccc21,-4,-4

# The closing 3 records of the part before open the next one.
SMILES,p53 PUMA act,STK33 inh
COC(=O)c1ccccc1NC(=O)CSc1nc(-c2ccc(F)cc2)cs1,16,5
COc1ccc(S(=O)(=O)Nc2ccc3c(c2)C(=O)N([C@H](C)CO)C[C@@H](C)[C@@H](CN(C)S(=O)(=O)c2cn(C)cn2)OCCCC[C@H](C)O3)cc1,11,/
COCc1ccccc1Cn1cnc2ccccc21,-4,-4
O=C(O)[C@H]1O[C@@H](Oc2c(-c3ccccc3)cc(O)c(-c3ccccc3)c2O)[C@H](O)[C@@H](O)[C@@H]1O,/,0
CC(C(=O)Nc1nccs1)C1SC(=O)NC1=O (configuration not stated),2,/
Cc1cc(NS(=O)(=O)c2cccc([N+](=O)[O-])c2)no1,12,-2
Cc1ccc(S(=O)(=O)NCC(=O)Nc2cccc(Cl)c2)cc1,-3,-3
C[C@H](CO)N1C[C@H](C)[C@H](CN(C)Cc2ccc(C(F)(F)F)cc2)Oc2c(NS(=O)(=O)c3ccc(Cl)cc3)cccc2C1=O,1,/
C[C@@H]1CCCCO[C@H](CN(C)C(=O)CCCN(C)C)[C@@H](C)CN([C@H](C)CO)C(=O)c2cc(NC(=O)Cc3ccccc3)ccc2O1,4,-9
C[C@H](CO)N1C[C@H](C)[C@H](CN(C)S(=O)(=O)c2ccc(Cl)cc2)Oc2ccc(NS(=O)(=O)c3ccc(Cl)cc3)cc2CC1=O,/,-2
COc1ccc2nc(/N=C(/N)NC(=O)N3c4ccccc4Sc4ccccc43)nc(C)c2c1,-5,/
C[C@@H]1CN([C@@H](C)CO)C(=O)c2cccc(NS(C)(=O)=O)c2O[C@@H]1CN(C)C(=O)Nc1ccccc1,-1,/
C[C@@H]1CN([C@@H](C)CO)C(=O)c2cc(/C=C/c3ccccc3)cnc2O[C@H]1CN(C)C(=O)C1CCCCC1,-3,/
C[C@H]1CN([C@@H](C)CO)C(=O)c2cccc(NC(=O)Nc3cccc4ccccc34)c2O[C@@H]1CN(C)S(=O)(=O)c1cccs1,5,/

# Single records, from the list above.
# O=C(O)[C@H]1O[C@@H](Oc2c(-c3ccccc3)cc(O)c(-c3ccccc3)c2O)[C@H](O)[C@@H](O)[C@@H]1O is listed with p53 PUMA act: /; STK33 inh: 0
# C[C@@H]1CN([C@H](C)CO)C(=O)c2cccc(NS(C)(=O)=O)c2O[C@@H]1CN(C)C(=O)Nc1ccc(C(F)(F)F)cc1 is listed with p53 PUMA act: 4; STK33 inh: /
